TNAP inh hiacc: inhibitors of human TNAP at high phosphate acceptor concentration | purified TNAP, CDP-star luminescence, 1 M DEA | AID 1135 | 200,000 tested, 0.03% active | P05186 | inhibition, % at 20 µM;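 active = over 50% inhibition of tissue-nonspecific alkaline phosphatase at 20 µM in the single-dose screen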;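 note: plate controls were DMSO wells for no effect and EDTA-quenched wells as full inhibition for full effect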
Target sequence (P05186 whole entry, looked up): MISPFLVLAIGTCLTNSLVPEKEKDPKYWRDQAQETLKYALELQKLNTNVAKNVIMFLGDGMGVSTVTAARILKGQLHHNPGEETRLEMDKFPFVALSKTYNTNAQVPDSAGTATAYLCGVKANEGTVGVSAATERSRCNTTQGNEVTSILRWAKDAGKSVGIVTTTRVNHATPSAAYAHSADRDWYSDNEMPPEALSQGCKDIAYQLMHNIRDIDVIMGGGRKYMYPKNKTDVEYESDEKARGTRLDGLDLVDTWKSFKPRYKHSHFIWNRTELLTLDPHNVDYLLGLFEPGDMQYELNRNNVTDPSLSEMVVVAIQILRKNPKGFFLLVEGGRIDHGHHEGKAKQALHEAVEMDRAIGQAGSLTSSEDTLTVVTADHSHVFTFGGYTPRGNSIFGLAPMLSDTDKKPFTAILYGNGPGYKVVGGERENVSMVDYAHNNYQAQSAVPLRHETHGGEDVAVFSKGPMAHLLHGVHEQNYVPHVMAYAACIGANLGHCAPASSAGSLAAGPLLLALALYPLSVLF
Lmaj promast: inhibitors of Leishmania major promastigote growth; Leishmania major promastigotes, resazurin fluorescence viability; 200,000 tested, 9% active; inhibition, % at 10 µM; in the data active = inhibition above about 50%;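 note: promastigotes grown with compound for 44 hours at 28 °C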
PMI act satM6P: increases human PMI activity with near-saturating mannose 6-phosphate. P34949. coupled PMI enzyme assay, resazurin fluorescence, 20 min; stronger effect = higher value; 1 = untreated enzyme, 0 = substrate-free blank. 190,000 tested, 0.34% active. activation factor at 20 µM;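 active = activation factor of 2 or more at 20 µM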
Target sequence (P34949 whole entry, looked up): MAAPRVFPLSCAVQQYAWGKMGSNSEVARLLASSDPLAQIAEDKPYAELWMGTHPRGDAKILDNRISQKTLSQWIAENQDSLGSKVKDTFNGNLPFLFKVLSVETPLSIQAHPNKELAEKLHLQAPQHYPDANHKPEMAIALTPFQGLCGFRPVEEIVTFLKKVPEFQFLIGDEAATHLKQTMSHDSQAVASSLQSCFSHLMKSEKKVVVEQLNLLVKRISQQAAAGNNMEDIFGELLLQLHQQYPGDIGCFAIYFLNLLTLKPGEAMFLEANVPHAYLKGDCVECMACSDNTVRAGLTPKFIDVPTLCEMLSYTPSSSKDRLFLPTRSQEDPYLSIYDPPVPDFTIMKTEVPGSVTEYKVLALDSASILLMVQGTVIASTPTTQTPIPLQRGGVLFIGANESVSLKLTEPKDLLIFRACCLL
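Material: human phosphomannose isomerase with PGI, G6PDH, diaphorase coupling enzymes / Reagent: Man-6-P substrate 1.0 mM / Dosing: single compound dose of 20 µM, 1% DMSO final / Incubation: enzyme reaction with compound 20 min at room temperature / Signal: resorufin fluorescence (Ex 544/Em 590 nm) from resazurin via diaphorase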
bIAP act: increases bovine intestinal alkaline phosphatase activity. 200,000 tested, 0.17% active. AID 1016. activation factor at 20 µM. purified bovine IAP, CDP-star luminescence, 30 min; stronger effect = higher value; fold of DMSO-control signal, blank-subtracted;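 active = activation factor of 2 or more at 20 µM, a signal rise over negative controls twice the positive control's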
PMI activator: phosphomannose isomerase (human) activation. purified human PMI, coupled resazurin fluorescence, 20 min; stronger effect = higher value; 1 = vehicle control, 0 substrate-free wells. activation factor at 20 µM. 190,000 tested, 0.005% active. P34949;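 active = activation factor of 2 or more at 20 µM, relative to plate controls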
TNAP inh no acc: inhibitors of human TNAP without phosphate acceptor | inhibition, % at 20 µM | 200,000 tested, 0.26% active | P05186 | purified TNAP, CDP-star luminescence, 30 min;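 active = tissue-nonspecific alkaline phosphatase inhibition above about 50% at 20 µM in the single-dose screen, limit read from the data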;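 note: 0% = DMSO negative control and 100% = EDTA positive control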
Diaph act CS: counter-screen for diaphorase-based assays: diaphorase activators and chemical reducers | activation factor at 20 µM | AID 1229 | Diaphorase/resazurin coupled assay, resorufin fluorescence, 16 min; stronger effect = higher value; 1 = vehicle wells, 0 = NADH-free wells | 190,000 tested, 0.005% active;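 active = diaphorase activity raised at least twofold by the compound at 20 µM; inactive = activation factor below 2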
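Test system: Clostridium kluyveri diaphorase, purified enzyme. Buffer or medium: 50 mM HEPES pH 7.4 buffer plus MgCl2 and Tween 20. Also added: 0.114 mM NADH and 0.1 mM resazurin, final amounts. Dosing: compound 20 µM once, DMSO 1%. Schedule: 16 min enzyme reaction, ambient temperature. Detection: fluorescence of resorufin, 544 nm excitation, 590 nm emission.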
TNAP act hiacc: increases human TNAP activity under high phosphate acceptor concentration. purified TNAP, CDP-star luminescence, 1 M DEA, 30 min; stronger effect = higher value; 0 = EDTA background, 1 = DMSO-only activity. 200,000 tested, under 10 active. P05186. activation factor at 20 µM. AID 1136;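 active = activation factor at least 2 at 20 µM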
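Assay system: human TNAP; Input: enzyme diluted 1/800 final; Reagent: CDP-star luminogenic substrate at 100 µM final; Timing: 30 min, room temperature; Signal: luminescence; Evaluation: TNAP activation factor scaled between EDTA and DMSO control wells.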
bIAP inh: intestinal alkaline phosphatase (bovine) inhibition; purified bovine IAP, CDP-star luminescence, 30 min; inhibition, % at 20 µM; 190,000 tested, under 10 active;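 active = over 50% inhibition of intestinal alkaline phosphatase at 20 µM in the single-dose screen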
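Assay system: bovine IAP enzyme; medium: DEA buffer 100 mM, pH 9.8, with MgCl2 1.0 mM, ZnCl2 0.02 mM; doses: 20 µM single dose; incubation: enzyme reaction for 30 min at room temperature; detection: CDP-star luminescence signal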
Diaphorase inh: diaphorase inhibition or chemical oxidation counter-screen; AID 1217; 190,000 tested, 0.69% active; inhibition, % at 20 µM; diaphorase resazurin-to-resorufin fluorescence, NADH, 16 min; bacterial (C. kluyveri) enzyme, not human;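 active = primary screen inhibition at 20 µM above a set limit, cut at about 50% in these data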;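 note: plate controls were DMSO with full reaction for no effect and wells lacking NADH for full effect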
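Detection: fluorescence of resorufin formed from resazurin, Ex 544/Em 590 nm; test system: Clostridium kluyveri diaphorase enzyme; amount: 0.14 U/mL diaphorase, enzyme working solution; times: 16-min room-temperature incubation before reading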
Numbers without * were called inactive; / = no result given; & = joins results of further samples; ! = not confirmed by another sample.

item	mol	TNAP inh hiacc	Lmaj promast	PMI act satM6P	bIAP act	PMI activator
1	COc1ccccc1NC(=O)CSc1nnc(CC(=O)Nc2cccc(C(F)(F)F)c2)n1C	-6	2	1	0.8	1
2	CCOC(=O)c1c(C)[nH]c(C(=O)CSc2nnc(CC(C)c3ccccc3)o2)c1C (centres undefined)	-3	27	1.1	0.9	1.1
3	COc1ccc(NC(=S)Nc2ccc(OCc3ccccc3)cc2)cc1OC	5	-6	0.6	0.9	0.9
4	Cn1c(SCC(=O)N2CCN(c3ccccc3)CC2)nnc1-c1cc2ccccc2o1	2	-1	1	0.9	1
5	CCOC(=O)c1c(C)[nH]c(C(=O)COC(=O)[C@H](C)NC(=O)c2ccccc2Cl)c1C	1	-8	1	1	0.9
6	CN(C)C(=O)COC(=O)c1cccnc1Nc1ccccc1F	-4	-6	0.8	1.4	0.8
7	CCCNC(=O)Cn1cnc2sc(C(=O)N3CCN(Cc4ccc5c(c4)OCO5)CC3)c(C)c2c1=O	-1	-7	1	1.2	1
8	C=CCNC(=O)c1cc(Cl)cc(Cl)c1	-2	-7	0.9	1.2	0.9
9	COc1ccccc1NC(=S)N1CCCc2ccccc21	-3	-3	0.9	1	0.8
10	Cn1/c(=N/NC(=O)c2cccc(OC(F)F)c2)sc2ccccc21	0	21	0.9	1.2	1

item	TNAP inh no acc	Diaph act CS	TNAP act hiacc	bIAP inh	Diaphorase inh
1	-8	0.9	1.1	18	9
2	-7	0.9	1	10	6
3	9	0.9	0.9	5	11
4	6	0.9	1	8	9
5	-9	0.9	1	2	6
6	-6	0.9	1	-40	14
7	-9	1	1	-24	-1
8	-1	0.9	1	-17	10
9	-14	1.1	1	-4	-6
10	-82	0.8	1	-18	19

Three entries from above, ordered by count of non-hydrogen atoms, low to high:
item	mol	TNAP inh hiacc	Lmaj promast	PMI act satM6P	bIAP act	PMI activator
3	COc1ccc(NC(=S)Nc2ccc(OCc3ccccc3)cc2)cc1OC	5	-6	0.6	0.9	0.9
5	CCOC(=O)c1c(C)[nH]c(C(=O)COC(=O)[C@H](C)NC(=O)c2ccccc2Cl)c1C	1	-8	1	1	0.9
1	COc1ccccc1NC(=O)CSc1nnc(CC(=O)Nc2cccc(C(F)(F)F)c2)n1C	-6	2	1	0.8	1

item	TNAP inh no acc	Diaph act CS	TNAP act hiacc	bIAP inh	Diaphorase inh
3	9	0.9	0.9	5	11
5	-9	0.9	1	2	6
1	-8	0.9	1.1	18	9

Next entries:
item	mol	TNAP inh hiacc	Lmaj promast	PMI act satM6P	bIAP act	PMI activator
11	CCC(=O)NCCCNc1nc2c(C)cccc2cc1C#N	1	8	1	1.1	1.3
12	CCN1C(=O)C2(Nc3ccccc3-c3nc4ccccc4n32)c2cc(OC)ccc21 (centres undefined)	-6	49	1	0.9	1.1
13	c1cncc(-c2noc(CC3CCCCC3)n2)c1	-5	-5	1	1	1
14	CCN(CCCNC(=O)Cn1ncc2c(=O)oc3ccccc3c21)c1cccc(C)c1	-7	9	0.8	1.1	1.1
15	CCCC1C(C#N)=C(N)Oc2n[nH]c(C(C)(C)C)c21 (centres undefined)	1	16	0.7	1.1	0.7
16	Cc1ccc(C(=O)NC2CC(C)(C)NC(C)(C)C2)cc1C	-3	2	1.2	0.9	1.1
17	CCOc1cccc(C(=O)Nc2ccncc2)c1	-3	13	0.9	1.2	1
18	Cc1ccc(C(=O)Nc2ccc(S(=O)(=O)N3CCCC3)cc2)s1	-4	8	1	0.8	1
19	C#CCOCCOCCOCCNc1nc(N2CCN(C(=O)[C@H]([C@@H](C)CC)n3cc([C@@H](N)CC(C)C)nn3)CC2)nc(N2CCN(C(=O)[C@H](CCCCN)n3cc([C@@H](N)C(C)CC)nn3)CC2)n1 (some centres undefined)	-8	-9	1.2	1.1	1.1
20	COc1cccc(-c2cc3nc(-c4ccccc4)cc(N4CCC5(CC4)OCCO5)n3n2)c1	-1	63*	0.9	1	0.9

item	TNAP inh no acc	Diaph act CS	TNAP act hiacc	bIAP inh	Diaphorase inh
11	-13	1	1	-14	-3
12	4	0.5	1.1	8	48
13	-1	1	1	4	0
14	17	1.1	1.1	-8	-12
15	10	0.7	1	-11	26
16	5	1.2	1	7	-15
17	-2	1	1	-23	3
18	-11	1	1	19	2
19	-9	1.2	1.1	-9	-24
20	-6	0.9	1	1	14

Later entries
item	mol	TNAP inh hiacc	Lmaj promast	PMI act satM6P	bIAP act	PMI activator
21	O=C(c1ccco1)N(CCCN1CCOCC1)c1nc(-c2ccc(Cl)cc2)cs1	0	17	0.9	1.1	0.9
22	CC(OC(=O)c1ccc2c(=O)n3c(nc2c1)CCC3)C(N)=O (centres undefined)	0	-5	1	1.1	1
23	CCC(c1nnc(SCC(=O)Nc2nnc(-c3ccccc3)o2)o1)N(C)C (centres undefined)	-1	-2	1.1	1.1	0.9
24	CSc1ccc(CNc2ccccc2)cc1	-3	100*	0.9	1	0.8
25	Cc1c(C(=O)NCC2COc3ccccc3O2)oc2ccc(S(=O)(=O)N(C)C3CCCCC3)cc12 (centres undefined)	-1	53*	1	0.6	0.9
26	O=C(Nc1cccnc1)c1cc(-c2cccnc2)nc2ccc(Br)cc12	-1	22	0.9	1	1
27	COc1ccc(Cl)cc1N(C(C)C(=O)NC1CCCC1)S(C)(=O)=O (centres undefined)	2	1	0.9	1.1	0.9
28	O=C(c1ccc(F)cc1)N1CCCCC(Sc2nnnn2-c2ccccc2)C1=O (centres undefined)	-2	-4	1	0.6	1
29	Cn1c(N)c(C(=O)COC(=O)CC(NC(=O)c2ccccc2Cl)c2ccccc2)c(=O)n(C)c1=O (centres undefined)	-6	-1	1.2	1.1	1.2
30	O=C(O)c1ccc(N2CCCCCC2)c(N2C(=O)c3ccccc3C2=O)c1	-4	-4	1.1	1	1.1

item	TNAP inh no acc	Diaph act CS	TNAP act hiacc	bIAP inh	Diaphorase inh
21	-10	0.8	1	-6	19
22	-10	0.9	1	-5	12
23	-8	0.9	1	-5	12
24	-6	0.9	1	0	13
25	-6	0.8	1	38	18
26	5	0.9	1	3	9
27	-1	0.8	1	-6	16
28	-4	0.9	1	37	13
29	-1	1.2	1.1	-7	-18
30	-5	1	1	1	4

Next part:
item	mol	TNAP inh hiacc	Lmaj promast	PMI act satM6P	bIAP act	PMI activator
31	Cc1ccc(NC(=O)c2ccc(NCc3ccco3)c([N+](=O)[O-])c2)cc1Cl	15	-1	1	1	0.9
32	CCC(CC)C(=O)c1c[nH]c(C(=O)N2CCN(c3ccc(OC)cc3)CC2)c1	-1	-6	0.9	1.1	1
33	O=C(Nc1ncnc2sc3c(c12)CCC3)c1ccco1	0	-2	1	1	0.9
34	CCCN1C(=O)/C(=C\C=C2/Sc3ccccc3N2CC)SC1=S	6	1	/	0.9	/
35	COC(=O)c1cn(NC(=O)/C=C/c2cccc(OC)c2OC)c(=O)c2ccccc12	-1	-7	0.9	0.9	0.9
36	COc1ccc(C(=O)NCc2oc(-c3ccccc3)cc2C(=O)O)cc1	3	-11	1.1	1	1.1
37	CCc1cccc(NC(=O)Cn2c(-c3ccccc3)cc(C(C)=O)c2C)c1	-6	-1	1	1.1	1
38	O=[N+]([O-])c1ccc(Cl)cc1N1CCOCC1	2	4	0.9	0.9	0.9
39	CCOCCCNS(=O)(=O)c1cc(Br)cc2c1N(C(=O)C1CC1)CC2	-2	1	1	1	1
40	O=C(NC1CCCCCCC1)c1ccccc1-c1ccccc1	2	16	0.6	0.9	1.3

item	TNAP inh no acc	Diaph act CS	TNAP act hiacc	bIAP inh	Diaphorase inh
31	10	1	0.9	-3	0
32	1	1	1	-10	3
33	-3	0.9	1	2	12
34	22	/	0.9	14	/
35	-4	0.9	1	8	12
36	-7	0.9	1	2	8
37	-16	0.9	1.1	-6	9
38	-6	1	1	7	4
39	-8	1	1	0	0
40	-6	0.8	1	6	17

Continuation.
item	mol	TNAP inh hiacc	Lmaj promast	PMI act satM6P	bIAP act	PMI activator
41	c1ccc2nc3[nH]cnc3nc2c1	-7	-5	1	0.7	1
42	CC(C)c1cccc(C(C)C)c1NC(=O)Cn1c(=O)cnc2ccccc21	0	92*	1	1.1	1
43	CN1CCN(CCN2CCn3c2nc2ccccc23)CC1	-4	-5	1.1	1.1	1
44	COc1ccc(-n2c(C)cc(C(=O)COc3ccc(-n4cnnn4)cc3)c2C)cc1	2	-5	0.9	0.9	1
45	CC(NC(=S)Nc1ccccc1Cl)C(c1cccs1)N1CCCC1 (centres undefined)	-8	84*	0.9	1	0.9
46	O=C(O)c1ccccc1C(=O)N1CC=C(c2ccccc2)CC1	-6	90*	0.9	0.9	1
47	Cc1ccc(/C=N/NC(=O)c2ccncc2)o1	-1	40	1	0.9	0.9
48	O=C(N/N=C/C(Br)=C\c1ccccc1)c1n[nH]c2c1CCC2	2	54*	1	1.2	1
49	Cc1cc(C)cc(OCC(=O)Nc2ccc(N3CCCC3)cc2)c1	1	-9	1.2	0.9	1.2
50	CN(CC(=O)Nc1ccc(Cl)cc1)c1ccc(S(=O)(=O)N2CCCCC2)cc1[N+](=O)[O-]	-1	3	0.8	0.9	0.8

item	TNAP inh no acc	Diaph act CS	TNAP act hiacc	bIAP inh	Diaphorase inh
41	-24	0.8	1.1	28	21
42	-3	0.8	1	-12	17
43	-11	1.1	1	-7	-8
44	-7	0.9	1	6	7
45	-4	0.8	1.1	5	20
46	-14	0.9	1.1	5	11
47	-10	0.9	1	9	6
48	-25	0.9	1	-20	11
49	-5	1.5	1	9	-46
50	-6	0.7	1	8	26

(further entries)
item	mol	TNAP inh hiacc	Lmaj promast	PMI act satM6P	bIAP act	PMI activator
51	O=C(NCc1ccc2c(c1)OCO2)c1ccc(Cl)c(S(=O)(=O)NCc2ccccc2)c1	-3	37	1	1	1
52	O=C(CN1CCC(NC(=O)c2ccccc2)CC1)NCc1ccccc1F	-3	7	1.1	1	1.1
53	O=C(O)c1cc(-c2ccc(N3CCOCC3)cc2)nn1-c1ccc(F)cc1F	-2	-6	0.9	0.8	0.9
54	COCCN(C(=O)CC(C)(C)C)c1nnc(-c2cccnc2)s1	-5	-3	0.9	0.8	0.9
55	COc1ccc2c(C=Nc3c(C)n(C)n(-c4ccccc4)c3=O)c(O)n(Cc3ccco3)c(=O)c2c1	5&2	76*!	0.9&1	0.5&0.8	1&0.9

item	TNAP inh no acc	Diaph act CS	TNAP act hiacc	bIAP inh	Diaphorase inh
51	-10	0.9	1	-1	6
52	-10	1	1	-2	2
53	-18	0.8	1	23	18
54	-9	0.8	1	25	18
55	0&0	0.8&0.9	0.9&1	46&18	19&8
